Bioassay records from PubChem BioAssay.
PhoP inhibition: PhoP-dependent GFP reporter repression – Salmonella Typhimurium, primary screen (AID 1863). S. Typhimurium PhoP-regulated promoter GFP reporter, 4 h; higher % means a stronger effect. one-dose inhibition, % at 50 µM; IC50 in µM for titrated hits. 300,000 tested, 0.16% active;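 active = inhibition over 29.93%, a cutoff 3 SD above the screen mean, later confirmed by dose response; inconclusive = inhibition over 29.93% but no dose response follow-up; inactive = inhibition at most 29.93% or unconfirmed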;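 note: 0% = low Mg2+ inducing control and 100% = high Mg2+ repressing control; strong numbers were not always called active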
HIV peptide binding: cell-free HIV fusion peptide-binding blockers – biochemical, uHTS, fluorescence dequenching, primary screen (AID 1986); cell-free peptide binding, fluorescence dequenching, 30 min; higher % means a stronger effect; inhibition, % at 20 µM, or IC50 in µM where a hit was titrated; 290,000 tested, 0.3% active; in the data active = inhibition mostly above about 52%, no sharp cut-off; inactive = mostly below about 76%; note: some results filed as inactive read as strong as hits
GPR55 LPI antagonism: inhibition of LPI-stimulated GPR55 beta-arrestin translocation – imaging, U2OS, beta-arrestin-GFP, LPI agonist, primary screen (AID 2013) | inhibition, % at 10 µM, or IC50 in µM where a hit was titrated | 290,000 tested, 0.13% active | U2OS GPR55 beta-arrestin-GFP translocation imaging, LPI antagonism; higher % means a stronger effect;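 active = spots per cell inhibited over 60%, with over 100 cells counted and total cytoplasm intensity under 500,000; inconclusive = wells with under 100 cells, flagged as likely toxic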;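 note: U2OS cells stably carrying GPR55 and arrestin-GFP stimulated by 5 µM LPI near EC80; imaged beta-arrestin-GFP aggregate spots per cell after agonist stimulation; plate controls were LPI-stimulated DMSO wells for no effect and DMSO wells without LPI for full effect; some results filed as inactive read as strong as hits; confirmed hits need IC50 under 10 µM and bright autofluorescent wells are also inconclusive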
SV40 large T antigen: SV40 large T antigen inhibitors, biochemical (AID 1903); one-dose inhibition, % at 20 µM; IC50 in µM for titrated hits; SV40 large T antigen ATPase/helicase inhibition assay; higher % means a stronger effect; 310,000 tested, 0.39% active; in the data active = a potency from the dose series; inconclusive = inhibition mostly from about 32% at the one dose, without a potency; inactive = the rest, 99 in 100 with inhibition below about 32%; note: strong numbers were not always called active
MgcRacGAP inhibition: MgcRacGAP GTPase-activating activity inhibitors, confirmation, biochemical, ADP Hunter fluorescence; MgcRacGAP-stimulated Rac1 GTP hydrolysis, ADP Hunter fluorescence; higher % means a stronger effect; GST-tagged Rac1 F28L mutant substrate; 340,000 tested, 0.6% active; one-dose inhibition, % at 30 µM; IC50 in µM for titrated hits;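 active = first-screen hits whose inhibition reached a set limit at any dose in the follow-up dose series; inconclusive = inhibition above the set first-screen limit but never retested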;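 note: fluorescence reports GDP produced by GAP-driven GTP hydrolysis; strong numbers were not always called active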
NS5 inhibitors: Dengue-2 NS5 methyltransferase inhibitors, primary screen, biochemical, confirmation dose response (AID 588689); Dengue-2 NS5 methyltransferase capping enzyme assay, biochemical; higher % means a stronger effect; inhibition, % at 25 µM, or IC50 in µM where a hit was titrated; 340,000 tested, 0.3% active; in the data active = a potency from the dose series; inconclusive = inhibition above about 29% without an active follow-up result
UTI89 phage lysis: protection from phage-mediated lysis, alamar blue read-out – E. coli UTI89, K1F phage, bacterial capsule biogenesis inhibitors (AID 488966); 340,000 tested, 0.02% active; E. coli UTI89 K1F phage lysis, alamar blue, 2 h; higher % means a stronger effect; one-dose inhibition, % at 100 µM; IC50 in µM for titrated hits;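 active = phage lysis inhibition, versus mean bacterial control, above a set limit; inconclusive = no clear call, values can overlap the other calls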;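 note: capsule biogenesis inhibitors block K1F phage lysis so surviving cells raise fluorescence; higher fluorescence means more inhibition of phage lysis; actives were called in the ten point dose series up to 300 µM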
RSV CPE inhibition: RSV antiviral activity via CPE protection, HEp-2 cells, primary 10 µM value included (AID 2391) | HEp-2 cells, RSV-induced CPE inhibition; higher % means a stronger effect | one-dose CPE inhibition, % at 10 µM; IC50 in µM for titrated hits | 310,000 tested, 0.13% active; in the data active = a potency from the dose series; inconclusive = CPE inhibition mostly from about 23% at the one dose, without a potency; inactive = the rest, 99 in 100 with CPE inhibition below about 21%; note: strong numbers were not always called active
GPR35 arrestin U2OS: GPR35 antagonists blocking zaprinast-driven arrestin recruitment, primary screen, imaging, U2OS, beta-arrestin-GFP, zaprinast agonist (AID 2058). U2OS GPR35 beta-arrestin-GFP translocation imaging, zaprinast antagonism; higher % means a stronger effect. inhibition, % at 10 µM, or IC50 in µM where a hit was titrated. 290,000 tested, 0.052% active;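 active = inhibition of at least 50% with at least 30 cells and total cytoplasm GFP at most 10,000,000; inconclusive = under 30 cells or total GFP of 10,000,000 plus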
Active calls of the source: *; & = joins results of further samples; [ ] = another dose, or the depositor's remark. Hits appear at their usual frequency; 1.5% or so of the library scored in one or more.

How did CC(C)Cc1nc(SCC(=O)N2CC(C)OC(C)C2)c2c(=O)n(C)c(=O)n(C)c2n1 (configuration not stated) do in these assays?
PhoP inhibition: 3.3%; HIV peptide binding: -0.6%; GPR55 LPI antagonism: 4.9%; SV40 large T antigen: 4.4%; MgcRacGAP inhibition: 6.8%; NS5 inhibitors: 2.9%; UTI89 phage lysis: 0.1%; RSV CPE inhibition: 2.2%; GPR35 arrestin U2OS: -8.0%

What do the screens show for `COc1ccc(C2COc3cc(O)ccc3C2)c(OC)c1O` (configuration not stated)?
PhoP inhibition: 3.0%; SV40 large T antigen: 26.8%; MgcRacGAP inhibition: 22.2%; NS5 inhibitors: -4.2%; UTI89 phage lysis: -0.2%; RSV CPE inhibition: 0.1%

How did S=c1[nH]nc(COc2ccccc2)n1/N=C/c1ccc(Cl)cc1 do in these assays?
PhoP inhibition: 19.3%; HIV peptide binding: 2.4%; GPR55 LPI antagonism: 5.1%; SV40 large T antigen: 0.4%; MgcRacGAP inhibition: 13.2%; NS5 inhibitors: -11.4%; UTI89 phage lysis: -0.6%[50 µM]; RSV CPE inhibition: 0.9%; GPR35 arrestin U2OS: 7.6%

Results for COc1ccc(/C=C2/SC(=S)N(CCC(=O)N3CCN(C)CC3)C2=O)cc1 ?
PhoP inhibition: -1.7%; HIV peptide binding: -0.1%; GPR55 LPI antagonism: 22.9%; SV40 large T antigen: 14.4%; MgcRacGAP inhibition: -1.3%; NS5 inhibitors: -5.8%; UTI89 phage lysis: -0.1%; RSV CPE inhibition: 0.1%; GPR35 arrestin U2OS: 8.4%

Results for COc1cc(/C=N/NC(=O)CSc2cc(C)c(Br)cc2C)ccc1O ?
PhoP inhibition: -9.2%; HIV peptide binding: -3.9%; GPR55 LPI antagonism: -17.0%; SV40 large T antigen: 18.4%; MgcRacGAP inhibition: 15.9%; NS5 inhibitors: -4.5%; UTI89 phage lysis: 0.2%; RSV CPE inhibition: inconclusive; GPR35 arrestin U2OS: -9.7%

How did Cc1c(NC(=O)C(C)OC(=O)CNC(=O)c2ccccc2)c(=O)n(-c2ccccc2)n1C (configuration not stated) do in these assays?
PhoP inhibition: 4.2%; HIV peptide binding: -1.8%; GPR55 LPI antagonism: 11.6%; SV40 large T antigen: 8.2%; MgcRacGAP inhibition: 10.5%; NS5 inhibitors: 0.7%; UTI89 phage lysis: 0.2%; RSV CPE inhibition: 0.6%; GPR35 arrestin U2OS: -9.3%

How did CCSc1nnc(-c2ccc(S(=O)(=O)N3CCCC3)cc2)n1C do in these assays?
PhoP inhibition: -4.4%; HIV peptide binding: 2.3%; GPR55 LPI antagonism: 2.5%; SV40 large T antigen: 4.2%; MgcRacGAP inhibition: 4.2%; NS5 inhibitors: -4.8%; UTI89 phage lysis: 4.7%; RSV CPE inhibition: -0.7%; GPR35 arrestin U2OS: 0.9%

How did Cc1cc(=O)[nH]c(SCc2cccc(F)c2)n1 do in these assays?
PhoP inhibition: 2.8%; HIV peptide binding: 1.3%; GPR55 LPI antagonism: 9.6%; SV40 large T antigen: 3.8%; MgcRacGAP inhibition: 1.1%; NS5 inhibitors: -12.2%; UTI89 phage lysis: 0.9%; RSV CPE inhibition: 1.5%; GPR35 arrestin U2OS: -9.5%

How did O=C1CCCC2=C1C(c1cccc(Br)c1)n1nc(-c3ccco3)nc1N2 (configuration not stated) do in these assays?
MgcRacGAP inhibition: 2.9%; NS5 inhibitors: -4.1%; UTI89 phage lysis: 0.2%; RSV CPE inhibition: 1.1%

What do the screens show for `Cc1ccc(Nc2c(-c3ccccc3O)nc3ncccn23)cc1`?
PhoP inhibition: 4.5%; HIV peptide binding: -2.0%; GPR55 LPI antagonism: 12.6%; SV40 large T antigen: 10.5%; MgcRacGAP inhibition: 2.9%; NS5 inhibitors: -2.3%; UTI89 phage lysis: 0.3%; RSV CPE inhibition: 2.1%; GPR35 arrestin U2OS: 17.9%

Results for COc1ccc(NC(=O)/C(C#N)=C/c2ccc3c(c2)n(C)c(=O)n3C)cc1 ?
PhoP inhibition: 2.1%; HIV peptide binding: -0.6%; GPR55 LPI antagonism: -3.3%; SV40 large T antigen: 14.5%; MgcRacGAP inhibition: -3.0%; NS5 inhibitors: 0.7%; UTI89 phage lysis: 4.1%; RSV CPE inhibition: -0.3%; GPR35 arrestin U2OS: -17.5%

How did N#Cc1cc(C#N)c(N2CCN(c3cccc(Cl)n3)CC2)nc1N do in these assays?
PhoP inhibition: 1.0%; HIV peptide binding: -0.7%; GPR55 LPI antagonism: 5.7%; SV40 large T antigen: 15.3%; MgcRacGAP inhibition: 2.0%; NS5 inhibitors: -15.3%; UTI89 phage lysis: 9.4%; RSV CPE inhibition: inconclusive; GPR35 arrestin U2OS: 3.2%

Results for COCCN(C(=O)COC(=O)c1c(-c2ccccc2)noc1C)c1c(N)n(Cc2ccccc2)c(=O)[nH]c1=O ?
PhoP inhibition: -4.6%; HIV peptide binding: -0.7%; GPR55 LPI antagonism: -7.3%; SV40 large T antigen: 5.6%; MgcRacGAP inhibition: 9.4%; NS5 inhibitors: -7.2%; UTI89 phage lysis: 1.4%[50 µM]; RSV CPE inhibition: 1.6%; GPR35 arrestin U2OS: 6.5%

Results for CC(C)CCNC(=O)C1CC(c2ccccc2C(F)(F)F)=NO1 (configuration not stated) ?
PhoP inhibition: 5.3%&-2.5%; HIV peptide binding: -0.8%; GPR55 LPI antagonism: 14.3%; SV40 large T antigen: 2.0%; MgcRacGAP inhibition: 5.0%; NS5 inhibitors: 0.0%; UTI89 phage lysis: 1.4%; RSV CPE inhibition: 0.4%; GPR35 arrestin U2OS: -0.7%

What do the screens show for `CCOC(=O)C(CCCOc1ccccc1)C(=O)OCC`?
PhoP inhibition: 0.6%; HIV peptide binding: -1.5%; GPR55 LPI antagonism: -4.3%; SV40 large T antigen: 8.6%; MgcRacGAP inhibition: 2.4%; NS5 inhibitors: 6.7%; UTI89 phage lysis: 1.7%; RSV CPE inhibition: 1.6%; GPR35 arrestin U2OS: 13.5%

How did COC(=O)c1ccc(C2C(C#N)=C(C)NC3=C2C(=O)CC(C)(C)C3)cc1 (configuration not stated) do in these assays?
PhoP inhibition: -3.6%; HIV peptide binding: 1.5%; GPR55 LPI antagonism: 24.9%; SV40 large T antigen: 10.8%; MgcRacGAP inhibition: -10.5%; NS5 inhibitors: 1.6%; UTI89 phage lysis: -0.3%; RSV CPE inhibition: 1.8%; GPR35 arrestin U2OS: -8.3%

How did Clc1ccc(Nc2ccc(Cl)nn2)cc1 do in these assays?
PhoP inhibition: 4.5%; HIV peptide binding: -1.9%; GPR55 LPI antagonism: -1.4%; SV40 large T antigen: 3.8%; RSV CPE inhibition: 3.8%; GPR35 arrestin U2OS: -8.3%

What do the screens show for `CCCC1(C(=O)OC)NC(c2cccc(F)c2)C2C(=O)N(CC)C(=O)C21` (configuration not stated)?
PhoP inhibition: -4.8%; HIV peptide binding: -1.0%; GPR55 LPI antagonism: 2.9%; SV40 large T antigen: 6.9%; MgcRacGAP inhibition: 4.0%; NS5 inhibitors: 0.0%; UTI89 phage lysis: 0.9%; RSV CPE inhibition: 0.3%; GPR35 arrestin U2OS: 5.2%

Results for Cc1cc(C(=O)CSc2nc(N)cc(=O)[nH]2)c(C)n1-c1cccc(F)c1 ?
PhoP inhibition: 19.5%; HIV peptide binding: 25.1%; GPR55 LPI antagonism: -1.0%; SV40 large T antigen: 5.8%; MgcRacGAP inhibition: 5.8%; NS5 inhibitors: -1.3%; UTI89 phage lysis: 0.2%[50 µM]; RSV CPE inhibition: 2.3%; GPR35 arrestin U2OS: -7.2%

Results for CN1CCN(c2nc3c(c(=O)n(C)c(=O)n3C)n2Cc2cccc(Br)c2)CC1 ?
PhoP inhibition: -8.8%; HIV peptide binding: 1.4%; GPR55 LPI antagonism: 3.9%; SV40 large T antigen: 14.2%; MgcRacGAP inhibition: 4.8%; NS5 inhibitors: -3.9%; UTI89 phage lysis: 0.5%; RSV CPE inhibition: 0.3%; GPR35 arrestin U2OS: 8.5%

Results for CC(C)N1CC(C(=O)Nc2ccc(Br)c(Cl)c2)CC1=O (configuration not stated) ?
PhoP inhibition: 21.1%; HIV peptide binding: 1.4%; GPR55 LPI antagonism: 2.9%; SV40 large T antigen: 0.6%; MgcRacGAP inhibition: 9.3%; NS5 inhibitors: 7.2%; UTI89 phage lysis: 1.6%; RSV CPE inhibition: 2.7%; GPR35 arrestin U2OS: -5.8%

Results for Cc1ccc(C(=O)CSc2nc3ccccc3c(=O)n2N)o1 ?
PhoP inhibition: -12.0%; HIV peptide binding: 0.8%; GPR55 LPI antagonism: -11.0%; SV40 large T antigen: 13.8%; MgcRacGAP inhibition: 14.5%; NS5 inhibitors: -1.4%; UTI89 phage lysis: 1.1%; RSV CPE inhibition: 0.8%; GPR35 arrestin U2OS: 0.4%

Results for COc1ccc(C(C)=O)cc1COC(=O)CSC(C)C(=O)Nc1cc(C)on1 (configuration not stated) ?
PhoP inhibition: 0.7%; SV40 large T antigen: 7.5%; MgcRacGAP inhibition: 4.0%; NS5 inhibitors: -8.7%; UTI89 phage lysis: 0.6%[50 µM]; RSV CPE inhibition: -2.2%

How did CN1CCc2nc(SCC(=O)Nc3cccc(F)c3)c(C#N)c(-c3cccs3)c2C1 do in these assays?
PhoP inhibition: -11.0%; HIV peptide binding: 9.4%; GPR55 LPI antagonism: -8.8%; SV40 large T antigen: -8.7%; MgcRacGAP inhibition: -59.1%; NS5 inhibitors: 41.4%; UTI89 phage lysis: 0.1%; RSV CPE inhibition: -0.3%; GPR35 arrestin U2OS: -8.5%

How did Cc1nnc(SCC(=O)N2CCCC(C(=O)c3ccc(Cl)cc3)C2)o1 (configuration not stated) do in these assays?
PhoP inhibition: 1.6%; HIV peptide binding: 0.7%; GPR55 LPI antagonism: -7.6%; SV40 large T antigen: inconclusive; MgcRacGAP inhibition: 1.9%; NS5 inhibitors: 1.5%; UTI89 phage lysis: 0.5%; RSV CPE inhibition: 1.0%; GPR35 arrestin U2OS: 6.3%

Results for CC(C(=O)Nc1nccs1)N1C(=O)c2ccccc2S1(=O)=O (configuration not stated) ?
PhoP inhibition: -1.7%; SV40 large T antigen: 12.7%; MgcRacGAP inhibition: 4.4%; NS5 inhibitors: 0.7%; UTI89 phage lysis: 0.5%[50 µM]; RSV CPE inhibition: -0.6%

Results for CC(C)(C)c1cc(-n2ccnc2)n2ncc(-c3ccc(Cl)cc3)c2n1 ?
PhoP inhibition: -6.9%; HIV peptide binding: -0.5%; GPR55 LPI antagonism: -2.3%; SV40 large T antigen: -4.6%; MgcRacGAP inhibition: 4.0%; NS5 inhibitors: -4.4%; UTI89 phage lysis: -3.4%; RSV CPE inhibition: 4.4%; GPR35 arrestin U2OS: 0.5%
